# GALK inh – inhibits human galactokinase; 44,000 tested, under 10 active; Potency, µM (series often up to 57.5 µM), without a hit: at the highest dose activity, negative = inhibition, actives largely listed as inhibitors; recombinant GALK, Kinase-Glo ATP luminescence, 1 h;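 also: plate controls were full GALK reaction for no effect and reaction lacking GALK for full effect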
#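 Reactions with and without enzyme served as controls. GALK at 5 nM phosphorylates 100 uM galactose using 35 uM ATP (HEPES pH 8.0, Mg2+) for 1 h at RT, with luminescence read 10 min after adding Kinase-Glo Plus.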
# p53null 32C tox – selectivity test: cytotoxicity in p53 null cells, permissive temperature | 55,000 compounds, 0.62% hits | AID 903 | H1299-neo p53 null cells, ATP luminescence, 24 h, 32C | Potency, µM (top dose mostly 46.1 µM), for inactives: top-dose activity change, negative = cytotoxicity, actives largely listed as cytotoxic;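 also: potency is read from the fitted curve at half-maximal effect; 0% = DMSO only and -100% = full killing by 100 µM tamoxifen; nearly all actives have a fitted effect of over 55% in size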
#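 Overnight 37C seeding (600 cells/well) of H1299-neo preceded a 24 hr, 32C exposure to compounds up to 46 uM. ATP levels, read by luminescence after 20 min at RT, indicated surviving cells.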
# FH mod – Identification of activators of human fumarate hydratase by quantitative high-throughput screening; AID 1347055, 2019; Potency, µM (series often up to 79.9 µM), without a hit: top-dose activity change, negative = inhibition, actives largely listed as inhibitors; 54,000 compounds, 0.22% hits; FH coupled MDH/diaphorase resazurin fluorescence, 15 min; also: potency is read from the fitted curve at half-maximal effect; % is scaled to controls: 0 for no effect and ±100 for the full control effect; the screen sought activators but most active calls are inhibition curves; nearly all actives have a fitted effect of over 45% in size
# Target sequence (P07954 whole entry, looked up): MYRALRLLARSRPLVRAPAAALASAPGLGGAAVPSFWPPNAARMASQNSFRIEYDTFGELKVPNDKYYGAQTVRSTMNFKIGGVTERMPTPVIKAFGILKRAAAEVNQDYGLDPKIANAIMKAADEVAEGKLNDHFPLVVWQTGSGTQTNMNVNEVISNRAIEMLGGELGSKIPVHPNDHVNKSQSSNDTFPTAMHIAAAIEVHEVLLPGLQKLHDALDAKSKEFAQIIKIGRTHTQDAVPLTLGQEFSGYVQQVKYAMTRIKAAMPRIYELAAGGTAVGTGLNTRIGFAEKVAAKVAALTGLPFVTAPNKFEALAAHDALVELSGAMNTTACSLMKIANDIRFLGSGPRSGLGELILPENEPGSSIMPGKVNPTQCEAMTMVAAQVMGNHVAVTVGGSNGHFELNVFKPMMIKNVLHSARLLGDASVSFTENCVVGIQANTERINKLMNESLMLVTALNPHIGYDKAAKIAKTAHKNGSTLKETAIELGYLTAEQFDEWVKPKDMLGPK
# NTMT1 inh – inhibitors of human N-terminal methyltransferase NTMT1; NTMT1 MTase-Glo SAH luminescence, purified enzyme; Potency, µM (titrated, usually from 114 µM), inactives show top-dose activity change, negative = inhibition, usual class: inhibitors; 59,000 compounds, 2.5% hits; AID 1645870;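 also: potency is read from the fitted curve at half-maximal effect; plate controls were DMSO vehicle for no effect and no enzyme for full effect; nearly all actives have a fitted effect of over 65% in size; many of its hits are not listed in these tables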
# Target sequence (Q9BV86 whole entry, looked up): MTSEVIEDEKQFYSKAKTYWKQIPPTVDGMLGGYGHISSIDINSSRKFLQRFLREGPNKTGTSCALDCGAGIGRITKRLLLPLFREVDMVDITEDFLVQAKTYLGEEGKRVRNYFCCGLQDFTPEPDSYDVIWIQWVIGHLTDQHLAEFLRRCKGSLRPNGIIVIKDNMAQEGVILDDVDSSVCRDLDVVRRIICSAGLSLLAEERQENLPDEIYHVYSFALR
# B2AR arrestin ag – beta-arrestin recruitment by human beta2-adrenergic receptor ligands | P07550 | HTLA Tango cells, beta-arrestin recruitment, luciferase luminescence, 18 h | Potency, µM (doses to about 46.1 µM), for the others: at the highest dose activation, most hits filed as activators | 44,000 tested, under 10 active | AID 1347077;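 also: potency is read from the fitted curve at half-maximal effect; 0% = DMSO and full agonism = EC100 isoproterenol or metaproterenol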
#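 Luminescence read-out: arrestin recruitment to recombinant beta2-AR releases tTA, inducing luciferase. Cells exposed 18 hr at 37 degrees C to up to 46 microM compound; %Activity from corrected signal, concentration-response curves classified by r2, magnitude and efficacy.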
# p53null 39C tox – kills p53 null cells at the nonpermissive temperature | 55,000 compounds, 0.97% hits | H1299 p53-null (neo) cells, 39C, ATPlite viability, 24 h | Potency, µM (titrated, usually from 46.1 µM), for inactives: top-dose activity, negative = cell killing, most hits filed as cytotoxic;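 also: potency is read from the fitted curve at half-maximal effect; 0% = DMSO only and -100% = full killing by 100 µM tamoxifen; nearly all actives have a fitted effect of over 50% in size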
#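 Following overnight plating at 37C (600 cells/well), H1299-neo or H1299-p53A138V cells are dosed up to 46 uM. Incubation lasts 24 hr at 39C before ATP detection.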
# TSG101-PTAP inh – blocks PTAP binding to human TSG101, validation; Q99816; Fluorescence polarization, FITC-PTAP peptide/Tsg101, 20 min; Potency, µM (titrated, usually from 115 µM), without a hit: at the highest dose activity change, negative = inhibition, actives largely listed as inhibitors; 44,000 tested, under 10 active; AID 1347069; also: potency is read from the fitted curve at half-maximal effect; 0% is about no effect
#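 Compounds pinned into 10 uM Tsg101 binding domain, then 50 nM FITC-PTAP peptide added in pH 7.5 HEPES buffer; FP read after 20 min, room temperature. Total S+P intensity flags fluorescent compounds; active cut-off <25 µM, efficacy <60%.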
# The depositor's hits bear a star; u = inconclusive; x = no result given; [ ] = remark or other dose. Calls follow the shape of the dose curve; as a rule, active = well fitted curve in the direction sought with a large enough effect; inconclusive = small, poorly fitted or top-dose-only effect, or another doubt; inactive = no such curve, though single readings can be large; an effect the other way counts as inactive or inconclusive. Not all compounds are listed (hit frequency here may not be typical).
no. | SMILES | GALK inh | p53null 32C tox | FH mod | NTMT1 inh | B2AR arrestin ag | p53null 39C tox | TSG101-PTAP inh
1 | Cc1cccc(C)c1OCC(=O)Nc1nc(-c2ccc(Br)cc2)ns1 | -9% | 31%[activator] | -23% | -15% | -5% | -3% | 1%
2 | CCN(CC)c1ccc(NS(=O)(=O)c2cc(-c3onc(C)c3C)ccc2OC)c(C)c1 | 0% | 3% | -16% | -14% | -1% | -3% | -4%
3 | CCOC(=O)c1c(NC(=O)c2cc(C(C)C)on2)sc(C(C)=O)c1C | 7% | 1% | -12% | -2% | 1% | 25% | -5%
4 | Cc1cccc(N2CCN(C(=O)Nc3cn(CC(C)C)c(=O)c4ccccc34)CC2)c1C | 4% | 12% | -1% | -17% | 0% | -9% | -3%
5 | Cc1ccc(C)n1-c1nnc(N2CCCC(C(=O)Nc3ccc(C(C)C)cc3)C2)s1 (configuration not stated) | 1% | -3% | -26% | -1% | 1% | -18% | -1%
6 | CNS(=O)(=O)c1cc(-c2nn3c(C)nnc3c3ccccc23)ccc1C | 1% | -3% | u | 1% | 1% | 10% | 1%
7 | CCOC(=O)c1sc2cccc(F)c2c1S(=O)(=O)NCc1ccccc1Cl | 4% | -1% | -50% | -2% | 0% | 7% | 2%
8 | COc1ccc(-n2nc(C(=O)N3CCN(c4cccc(C(F)(F)F)c4)CC3)c3c4ccccc4n(C)c3c2=O)cc1Cl | 9% | 4% | -18% | -19% | 0% | 17% | 0%
9 | O=C(NCC(c1cccnc1)N1CCc2ccccc2C1)C(=O)Nc1ccccc1 (configuration not stated) | u | 2% | -1% | 0% | 0% | -10% | 0%
10 | Cc1ccc(-n2c(C)nc3c(cnn3-c3ccccc3)c2=O)cc1 | 1% | 13% | -2% | 3% | 2% | -5% | 1%
11 | Cc1ccc(-c2nc(CCNC(=O)C(=O)Nc3c(C)cccc3C)cs2)cc1 | 3% | -16% | -22% | 0% | -1% | -16% | -1%
12 | Cc1cc(C)cc(NC(=O)Cn2cc(C(=O)c3cccs3)c3ccccc32)c1 | 2% | 12% | -14% | 8% | -2% | 0% | -7%
13 | Cc1ccc(N2CCN(C(=O)CCc3c(C)nc4ncnn4c3C)CC2)c(C)c1 | 8% | 3% | -3% | -14% | 0% | -8% | -8%
14 | COc1ccc(CN(C(=O)Nc2ccccc2)c2ccccn2)cc1OC | 3% | -2% | -11% | 11% | -3% | 6% | -1%
15 | CCN1C(=O)c2ccccc2S(=O)(=O)c2ccc(C(=O)NCc3ccc(OC)cc3)cc21 | -1% | 3% | -12% | -15% | 0% | -5% | -1%
16 | CCOC(=O)N1CCc2c(sc(NCc3cccc(F)c3)c2C(=O)Nc2ccc(OC)cc2OC)C1 | 2% | -7% | u | -1% | -2% | 28% | -2%
17 | Fc1ccccc1Cc1cn2cc(-c3ccc(Cl)cc3)nc2s1 | 6% | u | 0% | 4% | 1% | u | -4%
18 | COc1ccc(CNC(=O)Cn2c(=O)n3nc(-c4cccc(F)c4)nc3c3ccccc32)cc1OC | 0% | -8% | 10% | -1% | -4% | 9% | 0%
19 | Cc1ccc(NC(=O)C2=CC(c3ccc4c(c3)OCO4)=NS(=O)(=O)N2C)cc1 | -6% | -6% | -14% | 11% | -1% | u | -3%
20 | CC(=O)OCc1cc(=O)n2nc(C3CCCCC3)sc2n1 | 4% | -9% | -10% | -2% | 1% | -21% | -1%
21 | CCOC(=O)c1ccc(NC(=O)Cn2cnc3sc(C(=O)OCC)c(C)c3c2=O)cc1 | 1% | -11% | -1% | -12% | 4% | 10% | 0%
22 | Cc1cc(C)c(S(=O)(=O)Nc2cccc(-c3cn4ccccc4n3)c2)c(C)c1 | -2% | -2% | u | 0% | 1% | 7% | -1%
23 | CCOc1ccc(-c2nonc2NC(=O)c2oc3cc(C)ccc3c2C)cc1 | 3% | 8% | -14% | -4% | -1% | 1% | 13%
24 | Cc1cc(C)cc(-n2c(SCC(=O)NCC3CCCO3)nc3c([nH]c4ccccc43)c2=O)c1 (configuration not stated) | 3% | -6% | 2% | 14% | -1% | 4% | -3%
25 | CSc1nc(C)cc(Nc2c(C)cc(C)cc2C)n1 | 5% | -3% | -5% | 12% | -4% | -18% | -4%

# Entries of single compounds, quoted from the list. Screens in order: GALK inh, p53null 32C tox, FH mod, NTMT1 inh, B2AR arrestin ag, p53null 39C tox, TSG101-PTAP inh
# Record of Cc1ccc(-c2nc(CCNC(=O)C(=O)Nc3c(C)cccc3C)cs2)cc1 = 3%, -16%, -22%, 0%, -1%, -16%, -1%
# Record of CCOC(=O)c1ccc(NC(=O)Cn2cnc3sc(C(=O)OCC)c(C)c3c2=O)cc1 = 1%, -11%, -1%, -12%, 4%, 10%, 0%

# Structural class, the entries above containing an aryl thioether with sulfur outside any ring.
no. | SMILES | GALK inh | p53null 32C tox | FH mod | NTMT1 inh | B2AR arrestin ag | p53null 39C tox | TSG101-PTAP inh
24 | Cc1cc(C)cc(-n2c(SCC(=O)NCC3CCCO3)nc3c([nH]c4ccccc43)c2=O)c1 (configuration not stated) | 3% | -6% | 2% | 14% | -1% | 4% | -3%
25 | CSc1nc(C)cc(Nc2c(C)cc(C)cc2C)n1 | 5% | -3% | -5% | 12% | -4% | -18% | -4%

# (continued)
no. | SMILES | GALK inh | p53null 32C tox | FH mod | NTMT1 inh | B2AR arrestin ag | p53null 39C tox | TSG101-PTAP inh
26 | O=C(OCC1CCCO1)c1ccc2c(c1)N(Cc1cccc(F)c1)C(=O)c1ccccc1S2(=O)=O (configuration not stated) | 1% | 7% | -14% | 7% | 2% | -20% | 0%
27 | O=C(NCc1ccco1)c1ccc2c(c1)N(Cc1c(F)cccc1Cl)C(=O)c1ccccc1S2 | 0% | 18% | -17% | -10% | -1% | -3% | 0%
28 | Cc1cc(C)cc(OC(C)C(=O)Nc2nc3c(s2)CCCC3)c1 (configuration not stated) | 4% | 7% | -16% | 5% | -4% | 8% | 0%
29 | CCN(CCCNC(=O)c1ccc(Sc2ccc(C)cc2)c(NC(C)=O)c1)c1cccc(C)c1 | 3% | 27% | -28% | -5% | 0% | -26% | -2%
30 | Cc1ccc(CNC(=O)C(=O)NCC(c2ccc3c(c2)OCO3)N2CCOCC2)cc1 (configuration not stated) | 1% | -5% | -4% | 17% | 1% | 3% | -5%
31 | CCOC(=O)c1c(C)[nH]c(C)c1S(=O)(=O)N1CCCC(C(=O)NCc2ccccc2Cl)C1 (configuration not stated) | -2% | -5% | 3% | 3% | -1% | -9% | 0%
32 | Cc1ccc(C)c(N2CCN(C(=O)CCC(=O)Nc3ccc4nc(N5CCCCC5)cc(C)c4c3)CC2)c1 | 2% | 5% | -19% | 5% | -1% | 34%[activator] | -1%
33 | O=C(NCc1ccccc1)c1nnc(Cc2cccc(F)c2)o1 | 0% | -11% | -1% | 2% | 5% | -12% | 0%
34 | O=C(Cn1c(=O)n(Cc2nc(-c3ccccc3)no2)c(=O)c2ccccc21)Nc1cccc(Cl)c1 | 3% | 0% | -24% | -5% | -1% | -21% | 1%
35 | Cc1ccc(-c2nnc(Nc3ccc(Cl)cc3)c3ccccc23)cc1S(=O)(=O)NCC1CCCO1 (configuration not stated) | 2% | 21% | -20% | 15% | 1% | u | 2%
36 | CCCc1nn2c(=O)cc(COC(=O)c3ccccc3NC(=O)c3ccc(OCC)cc3)nc2s1 | 0% | -8% | -2% | 7% | 0% | u | 2%
37 | CCOC(=O)CC(NC(=O)Cn1nnc(-c2ccc(C(F)(F)F)cc2)n1)c1ccc(OC)cc1 (configuration not stated) | 0% | -18% | 1% | u | 1% | -12% | -1%
38 | Cc1ccc(-c2nc3c(c(SCC(=O)Nc4cccc(C(=O)O)c4)n2)Cc2cccc(C)c2O3)cc1 | 1% | u | x | u | 1% | -1% | 1%
39 | CCOC(=O)c1cc2c(=O)n3ccccc3nc2n(Cc2ccco2)c1=NC(=O)c1c(F)cccc1Cl | 7% | -2% | u | u | 1% | -7% | -13%
40 | Cc1ccc(-c2nc(CS(=O)(=O)CC(=O)NC(C)CCc3ccccc3)c(C)o2)cc1 (configuration not stated) | 7% | -1% | u | 0% | 0% | u | 0%
41 | COc1ccc(OC)c(NC(=O)C(C)n2nc(C)c3c(C)n(-c4ccccc4)nc3c2=O)c1 (configuration not stated) | -1% | -2% | -21% | -15% | -1% | 19% | -6%
42 | COc1cccc(NC(=O)C(Cc2ccccc2)NS(=O)(=O)c2ccc3c(c2)oc(=O)n3C)c1 (configuration not stated) | 10% | -4% | u | 20% | 1% | -11% | -7%
43 | CCCCN(CC)CCCNC(=O)Cn1ncc2c3ccccc3n(Cc3ccc(F)cc3)c2c1=O | -1% | 7% | 2% | -13% | -4% | -14% | -2%
44 | CCOc1ccc(-c2cc3c(=O)n(CC(=O)Nc4c(C)cccc4C)ccn3n2)cc1 | -2% | -2% | -5% | u | 2% | -14% | 4%
45 | Cc1oc(-c2ccc(C(=O)NCc3ccccc3Cl)cc2)nc1CN1CCc2ccccc21 | -2% | 7% | -13% | -4% | 1% | -5% | 3%
46 | CC(C)Oc1ccc(CNC(=O)Nc2ccc3c(c2)N(C)C(=O)c2ccccc2S3)cc1 | 4% | -11% | u | -3% | 0% | u | 5%
47 | Cc1ccc(-n2ncc(C(=O)NC3CCCC3)c2C2CCN(C(=O)OC(C)(C)C)CC2)c(C)c1 | -2% | 7% | 2% | 8% | 0% | -2% | -4%
48 | CCCCn1c(=N)n(CCCOc2ccc(F)cc2)c2ccccc21 | 4% | u | 11% | -14% | -1% | u | 0%
49 | Cc1nn(-c2ccccc2)c(-n2cccc2)c1C(=O)NCc1ccccc1Cl | -1% | 17% | -19% | 8% | 1% | 27% | 1%

# Shown in transposed form: four of the compounds above
33: O=C(NCc1ccccc1)c1nnc(Cc2cccc(F)c2)o1
48: CCCCn1c(=N)n(CCCOc2ccc(F)cc2)c2ccccc21
46: CC(C)Oc1ccc(CNC(=O)Nc2ccc3c(c2)N(C)C(=O)c2ccccc2S3)cc1
28: Cc1cc(C)cc(OC(C)C(=O)Nc2nc3c(s2)CCCC3)c1 (configuration not stated)

assay / entry | 33 | 48 | 46 | 28
GALK inh | 0% | 4% | 4% | 4%
p53null 32C tox | -11% | u | -11% | 7%
FH mod | -1% | 11% | u | -16%
NTMT1 inh | 2% | -14% | -3% | 5%
B2AR arrestin ag | 5% | -1% | 0% | -4%
p53null 39C tox | -12% | u | u | 8%
TSG101-PTAP inh | 0% | 0% | 5% | 0%

# 2 records drawn at random from the list so far, as already listed:
no. | SMILES | GALK inh | p53null 32C tox | FH mod | NTMT1 inh | B2AR arrestin ag | p53null 39C tox | TSG101-PTAP inh
21 | CCOC(=O)c1ccc(NC(=O)Cn2cnc3sc(C(=O)OCC)c(C)c3c2=O)cc1 | 1% | -11% | -1% | -12% | 4% | 10% | 0%
49 | Cc1nn(-c2ccccc2)c(-n2cccc2)c1C(=O)NCc1ccccc1Cl | -1% | 17% | -19% | 8% | 1% | 27% | 1%

# Bioassay records: PubChem, National Center for Advancing Translational Sciences (NCATS)
